Compound activity: PubChem, National Center for Advancing Translational Sciences (NCATS)
KCNH2 3.1 inh: KCNH2 3.1 (human) potassium channel inhibition; U2OS KCNH2 3.1, thallium flux FluxOr; active compounds read low; activity change, % (tested at about 1.8 µM); actives 0.95% (n = 340,000); AID 720553;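 active = maximum activity change below -70%; inconclusive = maximum activity change from -70% to -50%; inactive = maximum activity change above -50%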;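 also: thallium influx rate constant from kinetic fluorescence after stimulation buffer; % is scaled to controls: 0 for no effect and ±100 for the full control effect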
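U2OS cells transduced with KCNH2 3.1 mutant virus (1.77 x 10^8 /mL, 4 h), plated overnight at 37 C, loaded 45 min with FluxOr dye plus Red40 quencher. Thallium flux rate constant from kinetic reads after stimulation buffer, normalised to controls.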
TSHR antagonist: human thyrotropin receptor antagonism. P16473. activity change, negative = inhibition, % at 11.5 µM. TSHR-expressing cells, TSH-stimulated cAMP HTRF, 2 h; active compounds read low. actives 0.2% (n = 330,000);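 active = activity change below a set negative limit, meaning inhibition stronger than a set level, cut at about -70% in these data; inconclusive = activity change between two set negative limits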; also: % is scaled to controls: 0 for no effect and ±100 for the full control effect
Target sequence (P16473 whole entry, looked up): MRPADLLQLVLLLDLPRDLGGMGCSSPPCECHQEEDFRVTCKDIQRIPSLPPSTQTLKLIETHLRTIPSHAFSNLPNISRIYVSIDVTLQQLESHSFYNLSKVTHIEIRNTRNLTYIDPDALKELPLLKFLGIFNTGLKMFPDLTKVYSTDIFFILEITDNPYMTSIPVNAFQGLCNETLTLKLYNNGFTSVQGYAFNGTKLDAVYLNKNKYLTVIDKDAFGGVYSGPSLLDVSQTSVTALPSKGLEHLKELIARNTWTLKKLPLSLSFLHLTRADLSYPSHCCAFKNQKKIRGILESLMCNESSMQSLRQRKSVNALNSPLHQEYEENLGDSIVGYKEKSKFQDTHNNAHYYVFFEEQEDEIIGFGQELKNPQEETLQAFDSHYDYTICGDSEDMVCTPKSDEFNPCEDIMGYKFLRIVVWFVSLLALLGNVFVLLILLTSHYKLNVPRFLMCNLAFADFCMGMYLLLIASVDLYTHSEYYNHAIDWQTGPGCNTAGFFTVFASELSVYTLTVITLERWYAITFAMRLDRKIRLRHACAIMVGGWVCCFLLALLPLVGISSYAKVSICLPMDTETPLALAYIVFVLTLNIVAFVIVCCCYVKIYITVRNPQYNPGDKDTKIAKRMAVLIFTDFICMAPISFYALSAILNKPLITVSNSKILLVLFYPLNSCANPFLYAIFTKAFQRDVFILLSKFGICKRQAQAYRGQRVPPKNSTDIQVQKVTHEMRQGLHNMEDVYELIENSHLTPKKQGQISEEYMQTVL
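TSHR-expressing cells were treated with compounds, then stimulated with TSH at EC80 (4nM final) for 2 hours at 37 deg C. Cellular cAMP was measured by HTRF competition between lysate cAMP and cAMP-d2 for a cryptate-labelled anti-cAMP antibody.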
TCR activator: activates T cell receptor signaling | primary human leukocytes, anti-CD3, IL-2 HTRF, 48 h | Potency, µM (top dose mostly 9.22 µM), for inactives: top-dose activation of IL-2 secretion, actives largely listed as activators | 330,000 tested, under 10 active; also: % of control where 0% means no effect
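HTRF read-out of IL-2 secretion: europium cryptate donor excited at 320nm, d2 acceptor emission at 665nm. Cells were primary human leukocytes incubated 48 hr with compounds and a-CD3 beads, supplying TCR signal only.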
Mito fusion yeast: blocks mitochondrial division or promotes mitochondrial fusion; Potency, µM (series often up to 46.1 µM), for the others: at the top dose growth rescue (activation), hits mostly activators; S. cerevisiae fusion-defective mutant growth rescue, CellTiterGlo 48 h; actives 0.23% (n = 320,000); AID 485298;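 also: potency is read from the fitted curve at half-maximal effect; % of control where 0% means no effect; nearly all actives have a fitted effect of over 45% in size; temperature-sensitive fusion mutants such as fzo1-1 at 37 °C on non-fermentable ethanol glycerol medium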
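Yeast fusion mutant, YPEG (non-fermentable carbon), compound, 48 h at 37C non-permissive; CellTiterGlo added, 10 min RT, luminescence read. Rescued growth = division inhibition.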
Eya2 inh: Eya2 (human) phosphatase inhibition | O00167 | recombinant Eya2, OMFP fluorescence dephosphorylation (OMFP is methylfluorescein phosphate) | Potency, µM (top dose mostly 76.9 µM), inactives show at the top dose activity, negative = inhibition, most hits filed as inhibitors | actives 0.006% (n = 330,000) | AID 488837; also: potency is read from the fitted curve at half-maximal effect; % is scaled to controls: 0 for no effect and ±100 for the full control effect
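Eya2 (0.2 uM) preincubated 10 min at ambient with compound, then OMFP substrate added at 50 uM; 10 min reaction in 50 mM HEPES pH 7.5, 50 mM NaCl, 5 uM MgCl2, 0.05% BSA, 1 mM DTT. Fluorescence read at Ex 485/Em 525 nm.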
A-T KAP1 phos: potential ataxia-telangiectasia treatments restoring KAP-1 phosphorylation | […] A-T fibroblasts, KAP-1 phosphorylation AlphaLISA; neocarzinostatin DNA damage 30 min before lysis | Potency, µM (titrated, usually from 57.5 µM), for the others: at the highest dose activation, usual class: activators | actives 0.19% (n = 320,000) | AID 485349; also: potency is read from the fitted curve at half-maximal effect; % of control where 0% means no effect; nearly all actives have a fitted effect of over 45% in size
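hTERT-immortalized A-T patient fibroblasts ([…]), 500 cells/well in OPTI-MEM, 1% FBS, got compounds for 60 min, then NCS for 30 min at 37C. Lysates were then assayed for phospho-KAP-1 by AlphaLISA (anti-pKAP1 donor, anti-KAP1 acceptor beads), 6 hr at 25C.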
TRPV1 agonist: agonists of human vanilloid receptor 1 (TRPV1) | activation, % at 8.33 µM | Q8NER1 | actives 0.19% (n = 320,000) | TRPV1-expressing cells, Fluo-8 calcium influx, agonist mode | AID 540275; in the data active = activation above about 80%; inconclusive = between about 30% and that limit; also: 0% is about no effect
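TRPV1-expressing cells were cultured overnight at 35.5C and loaded with Fluo-8 calcium dye for 40 to 90 min at room temperature. After a 10 s baseline, compound was added and calcium influx was read kinetically for 3 min (ex 480/em 520 nm).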
ELG1 repair inh: blocks ELG1-dependent DNA repair in HEK293T cells; HEK293T ELG1-luciferase reporter, luminescence, 16 h; DNA damage induced by 5-fluorouridine; AID 504467; actives 2.3% (n = 330,000); Potency, µM (top dose mostly 46.1 µM), for inactives: at the top dose activity change, negative = inhibition, hits mostly inhibitors; also: potency is read from the fitted curve at half-maximal effect; % is scaled to controls: 0 for no effect and ±100 for the full control effect; nearly all actives have a fitted effect of over 55% in size
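HEK293T cells expressing luciferase-tagged ELG1 (2,000/well) received 5-Fluorouridine plus compound or DMSO for 16 hr at 37 °C. Luciferase was read by ONE-Glo luminescence after 30 min at room temperature.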
USP2a inh: inhibitors of human ubiquitin-specific protease USP2a; O75604; USP2 core, Ub-CHOP2 coupled fluorogenic reporter, 485/531; actives 0.01% (n = 330,000); Potency, µM (doses to about 38.3 µM), inactives show at the top dose activity change, negative = inhibition, actives largely listed as inhibitors;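 also: potency is read from the fitted curve at half-maximal effect; plate controls were DMSO wells for no effect and full inhibition by NEM control for full effect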
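Deubiquitinase activity read as fluorescence (485/531 nm) after Ub-CHOP2 cleavage activates the enterokinase reporter on its substrate; USP2 core 10nM, Ub-CHOP2 and substrate 25nM each, 30min compound preincubation then 60min RT; data normalized to NEM, curves fitted.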
hERG WT inh: blocks the wildtype human KCNH2 potassium channel | activity change, % at 1.84 µM | Q12809 | AID 720551 | U2OS, BacMam KCNH2, thallium flux FluxOr; active compounds read low | actives 0.37% (n = 340,000);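 active = maximum activity change below -70%; inconclusive = maximum activity change between -70% and -50%; inactive = maximum activity change above -50%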; also: % is scaled to controls: 0 for no effect and ±100 for the full control effect
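U2OS cells transduced with wild-type KCNH2 virus are loaded with FluxOr dye for 45 min, and thallium flux is measured in kinetic reads before and after stimulation buffer. Rate constants are normalized to DMSO controls.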
* = called active by the depositor; ? = inconclusive; · = not tested or not shown; [ ] = dose if it differs, or a comment. Unless noted, calls follow the shape of the dose curve; as a rule, active = well fitted curve in the direction sought with a large enough effect; inconclusive = small, poorly fitted or top-dose-only effect, or another doubt; inactive = no such curve, though single readings can be large; an effect the other way counts as inactive or inconclusive. This is a subset; rates above refer to the full screens.

SMILES	KCNH2 3.1 inh	TSHR antagonist	TCR activator	Mito fusion yeast	Eya2 inh	A-T KAP1 phos	TRPV1 agonist	ELG1 repair inh	USP2a inh	hERG WT inh
O=C(c1ccc2c(c1)OCO2)C1CCCN(Cc2cccn2-c2cccnc2)C1 (stereo not drawn)	2	20	1%	3%	4%	-3%	-1	-13%	3%	21
O=C(NCc1ccccc1)c1cccnc1	-9	-3	·	1%	13%	-1%	1	7%	0%	0
O=C(NCCN1CCOCC1)c1cccc(S(=O)(=O)N2CCCCCC2)c1	4	4	-5%	4%	1%	-2%	-1	2%	-4%	2
O=C(COC(=O)c1c[nH]c2ccccc12)Nc1ccc(F)cc1	9	21	-8%	-3%	-10%	3%	7	7%	-2%	3
O=C(Nc1ccc(Br)cc1)C1CCN(c2cnccn2)CC1	-4	-4	3%	-3%	2%	3%	26	-10%	1%	3
O=C(CN1C(=O)NC2(CCCCC2)C1=O)NCCCSc1ccccc1	-20	0	5%	-1%	8%	-12%	2	2%	3%	25
COc1cc(NS(=O)(=O)c2ccc(NC(C)=O)cc2)cc(OC)c1	-4	-11	·	-2%	-30%	7%	-2	?	2%	2
CC1CCCCN1S(=O)(=O)c1ccc(-n2cnnn2)cc1 (stereo not drawn)	8	3	-1%	7%	-8%	8%	1	-6%	0%	-4
Cc1ccc(NC(=O)c2ccc(C(C)(C)C)cc2)cc1[N+](=O)[O-]	-2	-13	1%[46.1 µM]	4%	9%	?	?	?	3%	10
COc1ccc(Cc2nnc(SCC(=O)N3CCCC(C)C3)o2)cc1 (stereo not drawn)	2	6	7%	3%	-13%	-3%	0	-11%	-5%	-12
COc1ccc(S(=O)(=O)N(C)C)cc1NC(=O)COC(=O)Cn1cnc2ccccc2c1=O	4	-15	-9%	-1%	11%	-8%	1	3%	0%	6
O=[N+]([O-])c1ccc(C=Nc2ccc(Cl)c([N+](=O)[O-])c2)s1	·	-3	·	0%	8%	1%	1	?	9%	·
Cc1cc(C)n2nc(Nc3ccccc3)cc2n1	13	7	·	1%	-1%	-8%	11	?	2%	1
COc1ccc(N2CCN(C(=O)C3CCN(S(=O)(=O)N4CCOCC4)CC3)CC2)cc1	2	-10	1%	-1%	-3%	1%	-3	-17%	3%	-8
NC(=O)CC(NC(=O)Cc1ccc(Cl)cc1)c1ccc(NC2CCN(Cc3ccccc3)CC2)c([N+](=O)[O-])c1 (stereo not drawn)	3	0	2%	0%	9%	-14%	-2	-6%	1%	19
CCOc1ccc(S(=O)(=O)NN2Cc3ccccc3C2=N)cc1	7	7	9%	-4%	1%	5%	0	-15%	1%	-16
CC(=O)NC(CC(=O)Oc1ccc(C)cc1Br)c1ccccc1 (stereo not drawn)	-3	20	5%	0%	4%	13%	2	-3%	3%	6
COc1ccccc1CNC(=O)COC(=O)COc1ccccc1Cc1ccccc1	-16	9	-1%	11%	-17%	0%	13	22%	5%	?
CCCCNC(=O)CCn1c(=O)c2ccccc2n(Cc2cc(C)ccc2C)c1=O	9	35	?	-9%	-4%	0%	-3	-2%	-22%	0
CC(=O)C1=C(O)C(=O)N(CCN2CCOCC2)C1c1ccccc1 (stereo not drawn)	-16	8	4%	-2%	2%	1%	2	6%	0%	3
CC1(C)OC(=CC=Nc2ccc(Cl)cc2)OC1(C)C	-16	-24	-4%	8%	1%	?	-5	20%	1%	-1
CC(C)NC(=O)c1c(O)c2ccccc2[nH]c1=O	-3	-12	·	2%	-18%	2%	1	24%	1%	-4
COc1ccc(-c2cc(C(F)F)n3ncc(C(=O)Nc4cc(C)on4)c3n2)cc1	-2	-20	4%	-11%	-12%	-2%	85*	?	-6%	-13
CC(=O)N1CCN=C1SCc1cccc(C(F)(F)F)c1	-6	0	2%	-1%	11%	·	4	1%	2%	-8
Cc1cc(C)n(-c2ccc(F)cc2CN2CCN(Cc3ccccc3)C(CCO)C2)n1 (stereo not drawn)	6	-6	-3%	1%	-9%	-2%	5	4%	-1%	32
CN1C(=O)CC(N2CCC(C(N)=O)CC2)C1=O (stereo not drawn)	3	7	2%[46.1 µM]	1%	0%	·	-1	14%	0%	-5
CCNS(=O)(=O)c1ccc(CCC(=O)Nc2ccc3c(c2)OCO3)cc1	0	1	7%	1%	8%	-3%	2	-2%	-1%	-25
O=C(N/N=C/c1cn(-c2ccccc2)nc1-c1cc2ccccc2o1)c1c[nH]c2ccccc12	2	-7	·	10%	-24%	-3%	1	?	2%	-9
CC(=O)Nc1ccc(NC(=O)c2ccc(NS(=O)(=O)c3cccc4cccnc34)cc2)cc1	-7	-4	-2%	-1%	-3%	-2%	0	18%	-1%	1
CC1(C)C(C#N)=C(N)Oc2c1c(=O)oc1ccccc21	-16	-2	-4%	15%	8%	-50%	13	-7%	1%	1
C#CCOCCOCCOCCNc1nc(N2CCN(C(=O)C([C@@H](C)O)n3cc([C@@H](N)CCCCN)nn3)CC2)nc(N2CCN(C(=O)[C@H](CCC(=O)O)n3cc([C@@H](N)CCCCN)nn3)CC2)n1 (stereo partly drawn)	1	15	3%	·	-1%	0%	·	26%	-7%	-4
O=C1Oc2ccccc2C(=O)/C1=C/N1CCN(c2ccccc2F)CC1	9	-10	0%	2%	12%	-1%	0	5%	-1%	2
COc1ccc(/C=N/Nc2nc3ccccc3c(=O)n2-c2ccccc2)cc1OC	-21	14	10%	-1%	-1%	-1%	0	?	2%	3
COCCSc1ccccc1C(=O)Nc1nccs1	1	-10	5%	7%	-9%	4%	-2	-1%	3%	-9
CC(=O)Cn1nnc2sc(-c3ccccc3)cc2c1=O	7	-8	-1%	19%	0%	-2%	1	?	3%	2
COc1ccc(CCNC(=O)C2C3CCC(C3)C2C(=O)O)cc1OC (stereo not drawn)	6	40	·	1%	-8%	-45%	-1	2%	1%	-2
O=c1nc(N/N=C/C=C/c2ccccc2)cn[nH]1	8	14	7%	-3%	-9%	6%	0	?	0%	-2
Cc1cc(=O)oc(C)c1C(=O)O	10	6	4%	-10%	-10%	2%	4	-14%	0%	-16
O=C(Nc1cccc(-n2cnnn2)c1)c1ccccc1Br	2	16	5%	-2%	9%	16%	0	6%	3%	12
COc1ccc(OC)c(NC(=O)CCC(=O)Oc2ccc(C)cc2)c1	17	-6	-3%	1%	?	2%	3	-3%	-1%	1
COc1ccc(Br)cc1S(=O)(=O)NCc1ccccc1	14	10	-6%[46.1 µM]	5%	0%	6%	5	-5%	-4%	-1
CC(C)OCCCNC(=O)CN1C(=O)c2cccc3cccc1c23	13	8	·	-1%	5%	2%	1	5%	2%	-8
CC(=O)N1CCN(c2ccccc2NC(=O)c2ccc(Br)o2)CC1	·	-13	0%	0%	-14%	-20%	26	2%	0%	-4
O=C(CCN1CCN(c2ccccc2F)CC1)Nc1ccc(F)cc1	-8	9	-2%	-5%	-25%	-1%	?	5%	1%	9
CCN(CC(=O)NCc1cccs1)C(=O)c1cc(S(=O)(=O)N2CCOCC2)ccc1C	10	-2	-8%	-3%	9%	-4%	7	12%	1%	-4
COc1cccc2cc(C(=O)N3CCN(c4ccccn4)CC3)c(=O)oc12	1	13	3%	?	-5%	12%	-2	19%	3%	0
COCCOC(=O)/C(=C/c1ccc(OC(=O)c2ccccc2)cc1)C(C)=O	2	2	0%	-5%	7%	7%	1	?	1%	0
O=C(Nc1cccc(S(=O)(=O)N2CCCC2)c1)c1cccnc1	-2	-6	0%	-27%	1%	9%	-1	-2%	-1%	2
O=C(COC(=O)CCCNC(=O)c1ccc(Cl)cc1)Nc1ccc(Br)cc1	4	1	-5%[46.1 µM]	-3%	-3%	2%	-2	4%	3%	21
CC(C)CCNC(=O)CN(CC1CCCO1)C(=O)CCC(=O)Nc1nccs1 (stereo not drawn)	-1	-2	0%	-1%	13%	-1%	-3	-2%	-1%	-5
CCOC(=O)c1c(C)[nH]c(N=Nc2ccccc2Cl)c1C	-10	-3	-32%	7%	-28%	-14%	29	?	-2%	-11

Arranged by heavy-atom count (low to high): part of the list above
SMILES	KCNH2 3.1 inh	TSHR antagonist	TCR activator	Mito fusion yeast	Eya2 inh	A-T KAP1 phos	TRPV1 agonist	ELG1 repair inh	USP2a inh	hERG WT inh
O=c1nc(N/N=C/C=C/c2ccccc2)cn[nH]1	8	14	7%	-3%	-9%	6%	0	?	0%	-2
CC(C)CCNC(=O)CN(CC1CCCO1)C(=O)CCC(=O)Nc1nccs1 (stereo not drawn)	-1	-2	0%	-1%	13%	-1%	-3	-2%	-1%	-5
CCN(CC(=O)NCc1cccs1)C(=O)c1cc(S(=O)(=O)N2CCOCC2)ccc1C	10	-2	-8%	-3%	9%	-4%	7	12%	1%	-4
